V-ATPase pHluor = yeast V-ATPase proton transport regulation by pHLuorin; S. cerevisiae, pHLuorin cytosolic pH fluorescence; response, % at 10 µM; 0.37% of 350,000 active; AID 504577; in the data active means response mostly above about 7.3%, no sharp cut-off; inactive means mostly below about 5.4%; further: actives read high; inactives centre near 0; some compounds called inactive have numbers as strong as hits; reference of the scale not given here
Pemphigus Ab inh = blocks pemphigus antibody binding to human desmoglein-3; DSG3-coupled beads, scFv-anti-DSG3-GFP binding, flow cytometry; active compounds read low; 0.48% of 310,000 active; binding (percent of control), % at 10 µM; AID 588358;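 active means binding more than 3 SD below its plate's average and above zero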;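 further: hits lower antibody fragment binding to DSG3; some compounds called inactive have numbers as strong as hits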
MOR-DOR ag = agonists of human mu-delta opioid receptor heterodimerization; cells, OPRM1-OPRD1 heterodimerization, luminescence; 0.3% of 340,000 active; activation, % at 9.3 µM; in the data active means activation above about 18%;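 further: 0% = vehicle-treated cells and 100% = reference agonist; values of inactives mirror those of a sister screen read the other way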
HTR5A inv ctr = HTR5A inverse agonism, opioid heterodimer counter-screen; P47898; HTR5A cell line, luminescence; inhibition, % at 9.3 µM; 0.083% of 340,000 active; in the data active means inhibition mostly above about 23%, no sharp cut-off; inactive means mostly below about 18%;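 further: 0% = cells with DMSO and 100% = no-cell wells with DMSO; some compounds called inactive have numbers as strong as hits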
Target sequence (P47898 whole entry, looked up): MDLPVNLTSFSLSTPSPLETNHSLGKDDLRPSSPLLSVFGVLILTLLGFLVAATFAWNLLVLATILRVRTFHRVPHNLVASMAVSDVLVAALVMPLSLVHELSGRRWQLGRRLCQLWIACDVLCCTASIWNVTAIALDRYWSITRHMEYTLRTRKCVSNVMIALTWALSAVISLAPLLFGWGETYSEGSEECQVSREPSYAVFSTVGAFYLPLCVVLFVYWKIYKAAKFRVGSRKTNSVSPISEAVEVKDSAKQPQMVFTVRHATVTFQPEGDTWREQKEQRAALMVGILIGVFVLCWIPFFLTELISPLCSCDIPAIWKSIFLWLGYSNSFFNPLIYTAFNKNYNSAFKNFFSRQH
MOR-DOR inv ag = mu-delta opioid heterodimer inverse agonism | cell-based MOR-DOR heterodimer luminescence | inhibition, % at 9.3 µM | 0.21% of 340,000 active; in the data active means inhibition above about 22%, passing the limit was not always enough;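 further: 0% = cells with DMSO and 100% = wells without cells with DMSO; values of inactives mirror those of a sister screen read the other way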
PKA-R1A act = activators of PKA-R1A complex; PKA-R1A dissociation, Cy5-IP20 fluorescence polarization; scaled: DMSO 0%, 113 µM cGMP 100%; activation, % at 11.4 µM; 0.083% of 340,000 active; AID 504707;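 active means percent activation above the mean of all tested compounds plus 3 SD, cut at about 19% in these data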;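 further: higher means more PKAc released from R1A so a rise in polarization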
Arrestin-AP2 inh = blocks beta-arrestin peptide binding to AP2 adaptin; FITC-arrestin peptide / GST-AP2 beads, flow cytometry; AP2 beta2 appendage carries R879A mutation; inhibition, % at 10 µM; 0.31% of 340,000 active; AID 504490;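 active means inhibition above a set limit, near 3 SD of compounds lacking own fluorescence, cut at about 54% in these data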;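 further: plate controls were DMSO wells for no effect and 5 µM unlabelled arrestin peptide for full effect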
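system = GST-tagged AP2 beta2-adaptin appendage (R879A) on 4 µm glutathione beads | reagent = FITC-labelled arrestin peptide probe, 50 nM final | schedule = compound with beads 12 min RT, then probe 1 h RT | signal = HyperCyt-sampled flow cytometry, FL1 channel, ex 488/em 535 nm | read-out = percent response from loss of bead-bound FITC fluorescence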
HTR5A ag = HTR5A agonism, opioid heterodimer counter-screen. AID 504692. activation, % at 9.3 µM. 0.61% of 340,000 active. P47898. HTR5A agonist assay, luminescence, cell-based; in the data active means activation mostly above about 9.5%, no sharp cut-off; inactive means mostly below about 7.6%;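 further: 0% = cells with vehicle only and 100% = reference agonist; strong numbers were not always called active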
PKA-R2B act = activates the human PKA-R2B holoenzyme complex; PKA-R2B holoenzyme dissociation, Cy5-IP20 fluorescence polarization; R2B truncated from residue 108, S112A mutant; 0% DMSO only, 100% 113 µM cGMP; activation, % at 11.4 µM; 0.079% of 340,000 active; AID 504700;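 active means activation above a cutoff set at the mean over all compounds plus 3 SD, cut at about 18% in these data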;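 further: higher means more holoenzyme dissociation and a rise in polarization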
DAGLB inhibitor = blocks human DAGLB lipase activity. 0.059% of 340,000 active. HEK293T DAGLB membrane lysate, EnzChek fluorogenic substrate. AID 504411. inhibition, % at 5.17 µM; in the data active means inhibition above about 34%;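 further: 0% = enzyme with vehicle and 100% = wells lacking enzyme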
Target sequence (Q8NCG7 whole entry, looked up): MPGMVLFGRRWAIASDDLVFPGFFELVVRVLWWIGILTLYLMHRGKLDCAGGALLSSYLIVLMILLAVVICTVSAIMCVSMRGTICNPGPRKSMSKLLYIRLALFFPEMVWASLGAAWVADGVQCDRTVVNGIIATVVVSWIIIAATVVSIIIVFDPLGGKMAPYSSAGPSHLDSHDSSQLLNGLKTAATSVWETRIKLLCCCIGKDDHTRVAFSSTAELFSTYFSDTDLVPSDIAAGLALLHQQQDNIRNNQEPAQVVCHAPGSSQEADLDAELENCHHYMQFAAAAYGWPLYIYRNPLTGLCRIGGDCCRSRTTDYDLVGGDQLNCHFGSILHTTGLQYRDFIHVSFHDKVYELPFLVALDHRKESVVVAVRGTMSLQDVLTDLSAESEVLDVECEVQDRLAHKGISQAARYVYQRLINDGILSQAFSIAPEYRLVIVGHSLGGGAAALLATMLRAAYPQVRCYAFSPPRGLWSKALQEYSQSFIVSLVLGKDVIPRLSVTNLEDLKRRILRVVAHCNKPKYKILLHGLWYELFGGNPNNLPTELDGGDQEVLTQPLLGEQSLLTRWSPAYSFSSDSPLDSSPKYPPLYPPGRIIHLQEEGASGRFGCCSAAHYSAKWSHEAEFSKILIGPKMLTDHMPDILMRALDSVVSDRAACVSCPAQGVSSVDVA
Active calls of the source: *; x = not tested or not shown.

SMILES | V-ATPase pHluor | Pemphigus Ab inh | MOR-DOR ag | HTR5A inv ctr | MOR-DOR inv ag | PKA-R1A act | Arrestin-AP2 inh | HTR5A ag | PKA-R2B act | DAGLB inhibitor
COc1cccc(-c2c(C(=O)N/N=C(\C)c3ccc(Cl)s3)nnn2-c2nonc2N)c1 | 4 | 100 | -1.2 | 16 | 7 | -5 | -5 | -4 | -1 | 0
CCOC(=O)CNc1nc(C#N)nc(N2CCOCC2)n1 | -1 | 108 | -2.8 | -18 | 14 | -3 | 9 | 6 | -14 | -1
O=C(COc1ccc(Br)cc1)Nc1cc(S(=O)(=O)N2CCCCC2)ccc1N1CCCCC1 | 2 | 98 | -0.9 | 11 | 5 | -4 | -3 | -4 | 5 | -3
CCOC(=O)c1c(C)[nH]c(C(=O)CN(C)CC(=O)Nc2ccccc2Cl)c1C | -3 | x | -1.2 | 15 | 5 | 6 | 4 | -5 | -6 | -3
O=C(COC(=O)c1cccc(S(=O)(=O)N2CCOCC2)c1)NCc1ccc2c(c1)OCO2 | -4 | 95 | -2.4 | 8 | 13 | 10 | 0 | -2 | 4 | -1
CC(OC(=O)c1cc(Br)ccc1O)C(=O)NC1(C#N)CCCCC1 (stereo unspecified) | 1 | 109 | -1.2 | -14 | 6 | -3 | 7 | 6 | -5 | -1
C/C(=C\C(=O)c1ccccc1)Nc1ccc(N2CCOCC2)cc1 | 6 | 99 | -0.6 | -16 | 3 | -11 | 13 | 6 | -15 | 1
COC(=O)[C@]1(C)CCC[C@@]2(C)C3CC[C@@]4(C)C[C@]3(CCC21)CC4=NO (stereo partly specified) | 4 | 103 | 1.7 | 9 | -10 | -7 | -6 | -3 | -13 | -8
O=C(CSc1nnc2c(Cl)cc(C(F)(F)F)cn12)NCc1ccc(F)cc1 | 5 | 100 | -0.5 | -4 | 3 | -8 | -3 | 1 | -6 | 0
O=S(N1CCCCC1)C12CC3CC(CC(C3)C1)C2 (stereo unspecified) | 15* | 87 | -0.2 | 7 | 1 | -12 | -11 | -2 | -13 | 4
CCCCOc1ccc(OCCNS(=O)(=O)N(C)C)cc1 | 1 | 102 | 3.4 | -29 | -21 | -3 | -1 | 12 | -6 | -2
COc1cc(CN2CCCC(CO)(Cc3cccc(Cl)c3)C2)cc2c1OCO2 (stereo unspecified) | 2 | 104 | 1.7 | 2 | -9 | -5 | -2 | -1 | 1 | 0
CCOc1ccc(C=NNC(=O)c2cccc3ccccc23)cc1OCC | 2 | 97 | 0.4 | 18 | -2 | 2 | 8 | -5 | -4 | 1
CNc1snc(C)c1C(=O)OC(C)C(=O)Nc1ccc(F)cc1 (stereo unspecified) | -3 | x | 0.5 | 15 | -2 | 6 | -2 | -6 | -10 | -2
COc1ccc(N2CCN(C3CC(=O)N(c4ccc5c(c4)OCCO5)C3=O)CC2)cc1 (stereo unspecified) | 6 | 98 | 1.6 | 11 | -9 | 2 | 17 | 0 | 6 | 1
Cc1ccnn1-c1ccc(C(=O)NCC(c2ccco2)N2CCCC2)cc1 (stereo unspecified) | 0 | x | -2.4 | 4 | 10 | -3 | 35 | -2 | -9 | 0
CCCc1ccc2oc(C(=O)N3CCC(O)CC3)c(C)c2c1 | -3 | 104 | -0.4 | 0 | 2 | -11 | 14 | 2 | -5 | -5
Cc1ccc(-c2cc3ccccc3nc2N2CCCC2)cc1 | -7 | 128 | -0.9 | 15 | 5 | -2 | 44 | -7 | -5 | -4
C/C=C1\NC(=O)[C@H](C)NC(=O)[C@@H](NC(=O)[C@@H](Cc2ccc(O)cc2)NC(=O)[C@@H](NC(=O)/C(C)=C/C)C(C)C)[C@@H](C)OC(=O)[C@H](CCCCc2ccc(O)cc2)NC(=O)[C@@H](CCC(=O)O)NC1=O | 0 | 209 | -3.2 | 3 | 15 | -13 | -11 | -1 | -1 | -5
COc1cc(Cl)c(CN2CCC(CO)(CCOc3ccccc3)CC2)cc1OC | 0 | 119 | -1.8 | 3 | 9 | -2 | -2 | -1 | -4 | -2

Individual results from the list:
PKA-R2B act result of COc1cccc(-c2c(C(=O)N/N=C(\C)c3ccc(Cl)s3)nnn2-c2nonc2N)c1 reads -1
HTR5A inv ctr result of C/C(=C\C(=O)c1ccccc1)Nc1ccc(N2CCOCC2)cc1 reads -16
MOR-DOR ag result of COC(=O)[C@]1(C)CCC[C@@]2(C)C3CC[C@@]4(C)C[C@]3(CCC21)CC4=NO (stereo partly specified) reads 1.7

Reformatted with tabs: part of the list above.
molecule	V-ATPase pHluor	Pemphigus Ab inh	MOR-DOR ag	HTR5A inv ctr	MOR-DOR inv ag	PKA-R1A act	Arrestin-AP2 inh	HTR5A ag	PKA-R2B act	DAGLB inhibitor
O=C(CSc1nnc2c(Cl)cc(C(F)(F)F)cn12)NCc1ccc(F)cc1	5	100	-0.5	-4	3	-8	-3	1	-6	0
O=S(N1CCCCC1)C12CC3CC(CC(C3)C1)C2 (stereo unspecified)	15*	87	-0.2	7	1	-12	-11	-2	-13	4
CCCCOc1ccc(OCCNS(=O)(=O)N(C)C)cc1	1	102	3.4	-29	-21	-3	-1	12	-6	-2

Next section.
SMILES | V-ATPase pHluor | Pemphigus Ab inh | MOR-DOR ag | HTR5A inv ctr | MOR-DOR inv ag | PKA-R1A act | Arrestin-AP2 inh | HTR5A ag | PKA-R2B act | DAGLB inhibitor
O=C(CN1CCN(c2ccc([N+](=O)[O-])cc2)CC1)c1ccccc1 | 2 | 98 | -3.8 | 6 | 18 | 2 | -7 | -2 | 6 | 6
COc1ccc(/C=N/NC(=O)c2ccc(COc3ccccc3Cl)o2)cc1 | 5 | 97 | 0.0 | 12 | 0 | -11 | -7 | 1 | -1 | 0
CC(C)c1ccc(NC(=O)CSc2nc(=O)n(CCCN3CCOCC3)c3c2CCCC3)cc1 | 9 | 105 | -0.4 | 7 | 2 | -4 | 29 | 6 | -6 | 3
CCCCNS(=O)(=O)c1ccc(S(=O)(=O)NCc2ccncc2)cc1 | 0 | 108 | 0.5 | 4 | -3 | 6 | -6 | 7 | -8 | 0
O=C(N/N=C/c1cccc(OC2CSC2)c1)c1ccccc1O | 0 | x | -3.6 | -1 | 15 | -14 | 19 | 1 | -15 | -5
Cc1cccc(Nc2nc(N)c([N+](=O)[O-])c(N3CCCC(C)C3)n2)c1 (stereo unspecified) | 1 | 105 | 4.5 | 18 | -22 | -14 | 8 | 2 | -7 | 0
Cc1cc(N2CCOCC2)nc(SCC(=O)OCc2ccccc2)n1 | 1 | 95 | -0.3 | 0 | 2 | -11 | 13 | 0 | -2 | -3
O=C(/C=C/c1ccccc1)OCC(=O)N1CCCC1 | 2 | 112 | -2.2 | 1 | 9 | -1 | 0 | 0 | -1 | 0
CCCCn1c(N)c(N(CCC(C)C)C(=O)C2=NN(c3ccccc3)C(=O)CC2)c(=O)[nH]c1=O | -1 | 101 | 0.1 | -20 | 0 | 9 | 14 | 0 | 1 | -2
Cc1ccc(NC(=O)C2CCCN(C3=NS(=O)(=O)c4ccccc43)C2)c(O)c1 (stereo unspecified) | 3 | 96 | 0.1 | -15 | 0 | 4 | 25 | 3 | 1 | 2
CN(C)CCCn1c(NCc2ccc3c(c2)OCO3)nc2ccccc21 | -2 | 94 | -2.1 | -4 | 12 | -8 | 3 | 2 | 2 | 1
Cn1c(/N=C/c2ccc3c(c2)OCO3)nc2ccccc21 | 5 | 101 | 1.1 | -14 | -7 | 0 | 31 | 5 | 5 | -3
CN(C)S(=O)(=O)c1cc(NC(=O)COC(=O)C2CSC3(C)CCC(=O)N23)ccc1Cl (stereo unspecified) | 0 | 104 | -3.3 | -25 | 17 | 1 | 8 | 7 | 3 | 0
CCc1ccc(C=NC23CN4CN(CN(C4)C2)C3)s1 | 1 | 94 | -1.5 | 7 | 8 | 1 | 42 | -1 | 4 | 0
CCc1noc(C)c1C(=O)Nc1cccc(S(=O)(=O)N(C)c2ccccc2)c1 | 1 | x | -0.8 | -13 | 4 | -4 | -9 | 5 | -10 | -2
CCOC(=O)Cn1nnnc1C(C(C)C)N(Cc1cccs1)Cc1cc2cc(C)ccc2[nH]c1=O (stereo unspecified) | 6 | 96 | 2.6 | -17 | -14 | 1 | 3 | 4 | 3 | 7
Cc1ccccc1CC1(CO)CCCN(Cc2ccc3c(c2)OCCO3)C1 (stereo unspecified) | 1 | 113 | 0.4 | 15 | -2 | -7 | -2 | -1 | -4 | -6
CSCC[C@H](NC(=O)Nc1cccc(Br)c1)C(=O)O | -12 | 106 | -1.7 | -5 | 9 | -23 | 25 | 2 | -1 | -1
CSCCC(NC(=O)c1cc(CC(C)C)oc1C)C(=O)O (stereo unspecified) | 3 | 102 | -2.1 | -24 | 12 | 4 | -3 | 3 | -2 | 1
CC(C)N1CCc2[nH]c(=S)[nH]c(=O)c2C1 | -1 | 97 | -1.1 | -11 | 7 | -3 | -22 | 4 | 5 | -1
COc1cccc(NC(=O)CSc2nnnn2C(C)C)c1 | -3 | 102 | -0.2 | -8 | 1 | 1 | 0 | -4 | -6 | -2
Fc1ccccc1N1CCN(C(c2cccs2)c2nnnn2CCc2ccccc2)CC1 (stereo unspecified) | 4 | 104 | 3.1 | -3 | -18 | 4 | 2 | 5 | -3 | -15
CCCCOc1ccc(C(=O)Nc2cc(C)c(OCC(=O)N3CCOCC3)c(C)c2)cc1 | -8 | 96 | -1.0 | -13 | 6 | 7 | 9 | 3 | -2 | -2
Cn1c(=O)n(C)c2cc(NC(=O)CCc3ccccc3)c(Br)cc21 | 0 | 124 | 1.3 | 3 | -6 | -7 | 28 | -1 | -6 | -1
C#CCOc1ccc(CNC[C@H]2O[C@@H](n3ccc(N)nc3=O)[C@H](O)[C@@H]2O)cc1 | -2 | 112 | x | x | x | -26 | x | x | -11 | 5

Record cards, from the list above:
Shown for COc1ccc(N2CCN(C3CC(=O)N(c4ccc5c(c4)OCCO5)C3=O)CC2)cc1 (stereo unspecified) = V-ATPase pHluor: 6; Pemphigus Ab inh: 98; MOR-DOR ag: 1.6; HTR5A inv ctr: 11; MOR-DOR inv ag: -9; PKA-R1A act: 2; Arrestin-AP2 inh: 17; HTR5A ag: 0; PKA-R2B act: 6; DAGLB inhibitor: 1
Shown for Cc1cccc(Nc2nc(N)c([N+](=O)[O-])c(N3CCCC(C)C3)n2)c1 (stereo unspecified) = V-ATPase pHluor: 1; Pemphigus Ab inh: 105; MOR-DOR ag: 4.5; HTR5A inv ctr: 18; MOR-DOR inv ag: -22; PKA-R1A act: -14; Arrestin-AP2 inh: 8; HTR5A ag: 2; PKA-R2B act: -7; DAGLB inhibitor: 0

High-throughput results (PubChem BioAssay)
